MgcRacGAP inhibition: MgcRacGAP GTPase-activating activity inhibitors, confirmation, biochemical, ADP Hunter fluorescence; Rac GTPase-activating protein 1 (Homo sapiens); MgcRacGAP-stimulated Rac1 GTP hydrolysis, ADP Hunter fluorescence; higher % means a stronger effect; GST-tagged Rac1 F28L mutant substrate; one-dose inhibition, % at 30 µM; IC50 in µM for titrated hits; 340,000 compounds, 0.6% hits; AID 624330, 2012;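 active means first-screen hits whose inhibition reached a set limit at any dose in the follow-up dose series; inconclusive means inhibition above the set first-screen limit but never retested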;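 further: fluorescence reports GDP produced by GAP-driven GTP hydrolysis; strong numbers were not always called active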
HIV fusion peptide: inhibitors of HIV fusion peptide binding, primary screen, biochemical, uHTS, fluorescence dequenching (AID 1986) | cell-free peptide binding, fluorescence dequenching, 30 min; higher % means a stronger effect | inhibition, % at 20 µM, or IC50 in µM where a hit was titrated | 290,000 compounds, 0.3% hits; in the data active means inhibition mostly above about 52%, no sharp cut-off; inactive means mostly below about 76%; further: some results filed as inactive read as strong as hits
LYP phosphatase: inhibitors of LYP phosphatase, biochemical, fluorescence intensity, uHTS (AID 1779); Tyrosine-protein phosphatase non-receptor type 22 (Homo sapiens); recombinant LYP phosphatase, fluorescence intensity; higher % means a stronger effect; inhibition, % at 11.5 µM; hits with a dose series show IC50 in µM; 290,000 compounds, 0.054% hits; in the data active means inhibition above about 50%;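 further: plate controls were vehicle with enzyme for no effect and no enzyme for full effect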
SIAH1 antagonists: Siah-1 peptide-binding antagonists, primary screen, biochemical, fluorescence polarization, rhodamine-plectin, uHTS (AID 1817). 290,000 compounds, 0.02% hits. displacement, % at 20 µM; hits with a dose series show IC50 in µM. E3 ubiquitin-protein ligase SIAH1 (Homo sapiens). Siah-1 / rhodamine-plectin peptide fluorescence polarization; higher % means a stronger effect;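 active means displacement of at least 50% at 20 µM, with a fluorescence ratio check between 0.3 and a set limit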;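 further: plate controls were Siah plus tracer with DMSO for no effect and tracer alone without Siah for full effect; strong numbers were not always called active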
RSV antiviral HEp-2: RSV antiviral activity via CPE protection, HEp-2 cells, primary 10 µM value included (AID 2391); HEp-2 cells, RSV-induced CPE inhibition; higher % means a stronger effect; one-dose CPE inhibition, % at 10 µM; IC50 in µM for titrated hits; 310,000 compounds, 0.13% hits; in the data active means a potency from the dose series; inconclusive means CPE inhibition mostly from about 23% at the one dose, without a potency; inactive means the rest, 99 in 100 with CPE inhibition below about 21%; further: strong numbers were not always called active
AID2073: inhibitors of Mint1-CaV2.2 protein interaction, biochemical, HTRF (AID 2073); 290,000 compounds, 0.19% hits; inhibition, % at 20 µM, or IC50 in µM where a hit was titrated; Voltage-dependent N-type calcium channel subunit alpha-1B (Homo sapiens); HTRF protein-protein interaction, Mint1-CaV2.2; higher % means a stronger effect; in the data active means inhibition mostly above about 51%, no sharp cut-off; inconclusive means no clear call, values can overlap the other calls; inactive means mostly below about 53%; further: some results filed as inactive read as strong as hits
Dengue-2 NS5 capping: Dengue-2 NS5 methyltransferase inhibitors, primary screen, biochemical, confirmation dose response (AID 588689); Dengue-2 NS5 methyltransferase capping enzyme assay, biochemical; higher % means a stronger effect; Genome polyprotein (Dengue virus type 2 (strain 16681-PDK53)); inhibition, % at 25 µM; hits with a dose series show IC50 in µM; 340,000 compounds, 0.3% hits; in the data active means a potency from the dose series; inconclusive means inhibition above about 29% without an active follow-up result
XIAP antagonists: XIAP antagonists, biochemical, IAP family, fluorescence polarization (AID 1018); XIAP BIR domain, fluorescence polarization peptide displacement; higher % means a stronger effect; displacement, % at 20 µM; hits with a dose series show IC50 in µM; E3 ubiquitin-protein ligase XIAP (Homo sapiens); 200,000 compounds, 0.007% hits; in the data active means displacement above about 50%; further: a part of the inactive calls stands beside numbers as strong as those of hits
SV40 large T antigen: SV40 large T antigen inhibitors, biochemical (AID 1903) | SV40 large T antigen ATPase/helicase inhibition assay; higher % means a stronger effect | inhibition, % at 20 µM, or IC50 in µM where a hit was titrated | 310,000 compounds, 0.39% hits; in the data active means a potency from the dose series; inconclusive means inhibition mostly from about 32% at the one dose, without a potency; inactive means the rest, 99 in 100 with inhibition below about 32%; further: strong numbers were not always called active
Dengue-2 NS5 capping pilot replicate: further read-out of Dengue-2 NS5 capping, marked with its call; inhibition, %; measured here: pilot screen replicate inhibition
* = called active by the depositor; ? = inconclusive; . = no result given.

SMILES | MgcRacGAP inhibition | HIV fusion peptide | LYP phosphatase | SIAH1 antagonists | RSV antiviral HEp-2 | AID2073 | Dengue-2 NS5 capping | XIAP antagonists | SV40 large T antigen | others
CC(=O)Nc1ccc(S(=O)(=O)N(Cc2ccccc2)c2ccccc2F)cc1 | 3% | 0.2% | 5% | 2% | 0.3% | 8% | -4% | -5.4% | 18%
COc1ccccc1NC(=O)Cn1c(=O)sc2ccccc21 | 14% | 1.7% | -2% | -4% | . | -2% | -5% | -1.3% | 12%
CC(=O)c1ccc(OCCCC(=O)NC(C)c2ccc(S(N)(=O)=O)cc2)cc1 (stereo not drawn) | 9% | -0.6% | -7% | -5% | 4.1% | 0% | 2% | -3.8% | 14%
Cc1ccc(N(C)/N=C/c2ccc(Cl)cc2Cl)nn1 | 10% | 0.8% | -1% | 1% | 11% | 16% | 6% | . | 2%
Cc1ccc(/C=C2\SC(=S)N(CCCC(=O)Nc3ccccc3C(=O)O)C2=O)cc1 | 9% | 28µM* | -9% | 4% | -0.2% | 3% | 15% | . | 11%
CC(Nc1nc(Nc2ccc(F)cc2)nc(SCC(N)=O)n1)c1ccccc1 (stereo not drawn) | 17% | 1.5% | -5% | -4% | 6.8% | 7% | -14% | . | 7%
O=C(NCc1cccnc1)/C(=C\c1ccc(-c2ccc(Cl)c(Cl)c2)o1)S(=O)(=O)c1ccccc1 | 7% | -0.7% | -2% | -3% | -1.5% | 4% | -35% | -7.6% | 31%
CCO/C=C1/C(=O)N(Cc2ccccc2)C(=O)c2ccccc21 | 7% | 2.3% | -6% | 56%* | 2.2% | 1% | -1% | -2.2% | 0%
COCCn1c(Cc2ccccc2)nnc1SCC(=O)NC(C)(C)C | 4% | 2.5% | -9% | 0% | 0.0% | 5% | -5% | -0.5% | 4%
Cc1ccc(NC(=O)Cn2c(O)c(N=NC(=O)c3ccncc3)c3ccccc32)cc1 | 8% | -2.1% | 1% | -10% | -1.0% | -2% | 8% | -5.0% | 14%
CC(O)C(=O)N/N=C/c1cccc2ccccc12 (stereo not drawn) | 16% | -1.8% | -3% | -2% | . | -6% | -8% | -2.0% | -6%
CSCCC(N=CC1=C(O)CC(C)(C)CC1=O)C(=O)O (stereo not drawn) | -5% | 2.3% | 0% | 3% | -0.2% | -9% | 3% | -3.8% | 15%
CCOC(=O)C(NCc1ccc2c(c1)OCO2)(NC(=O)CC)C(F)(F)F (stereo not drawn) | 4% | -1.3% | -3% | 1% | 1.2% | -4% | -6% | 0.1% | 2%
CCOc1ccc(S(=O)(=O)Nc2ccc(C(=O)NNC(=O)c3ccncc3)cc2)cc1 | 2% | . | . | . | 0.1% | . | 6% | . | 3%
CC1CCCC(C)N1CC(O)COc1c(F)cc(Br)cc1F (stereo not drawn) | 0% | -0.9% | -6% | -3% | -1.8% | 22% | 1% | -7.1% | 6%

Of the compounds above, these have a COOH group.
SMILES | MgcRacGAP inhibition | HIV fusion peptide | LYP phosphatase | SIAH1 antagonists | RSV antiviral HEp-2 | AID2073 | Dengue-2 NS5 capping | XIAP antagonists | SV40 large T antigen | others
Cc1ccc(/C=C2\SC(=S)N(CCCC(=O)Nc3ccccc3C(=O)O)C2=O)cc1 | 9% | 28µM* | -9% | 4% | -0.2% | 3% | 15% | . | 11%
CSCCC(N=CC1=C(O)CC(C)(C)CC1=O)C(=O)O (stereo not drawn) | -5% | 2.3% | 0% | 3% | -0.2% | -9% | 3% | -3.8% | 15%

Later entries:
SMILES | MgcRacGAP inhibition | HIV fusion peptide | LYP phosphatase | SIAH1 antagonists | RSV antiviral HEp-2 | AID2073 | Dengue-2 NS5 capping | XIAP antagonists | SV40 large T antigen | others
C[N+]1(CC(=O)Nc2ccc(F)cc2)CCN(C(=O)c2ccco2)CC1 | 8% | -3.0% | -6% | 0% | 2.3% | 32% | 0% | -2.8% | 5%
O=C(C1CCN(S(=O)(=O)c2cccs2)CC1)N1CCCC(C(F)(F)F)C1 (stereo not drawn) | 6% | -1.0% | -9% | 5% | 1.7% | -2% | -4% | . | 3%
O=C(N/N=C/c1ccc2nccnc2c1)c1ccccc1O | . | -3.7% | -3% | -7% | 1.2% | -9% | . | . | 4%
C=CCn1c(-c2ccccc2)cc(SC)c(C#N)c1=O | 8% | -0.7% | -2% | 5% | 1.0% | 7% | 2% | -1.3% | 9%
CC(=O)c1cnn(-c2ccc(Cl)cc2)c1C | -3% | 0.8% | -6% | 0% | ? | 2% | -29% | . | 15%
Cc1cccc(C)c1NC1=NC2(CCCCC2)N=C(N)N1 | 0% | 7.8% | 0% | -2% | -0.2% | 17% | -5% | -6.0% | 9% | Dengue-2 NS5 capping pilot replicate=-7.9
O=C(O)COc1ccccc1/C=N/NC(=O)CSc1nc2ccccc2c(=O)n1-c1ccccc1 | 6% | 4.4% | 4% | 0% | 0.8% | 11% | 6% | . | 25%
COc1ccc(CC(=O)OCC(=O)N2N=C(c3ccccc3)CC2c2ccc(OC)cc2)cc1 (stereo not drawn) | 12% | -1.4% | 5% | 2% | 4.4% | -2% | -5% | -3.5% | 0%
O=C(c1cccc(C(F)(F)F)c1)N1CCOC12CCN(c1ncc(C(F)(F)F)cc1Cl)CC2 | 8% | 1.1% | 0% | 4% | 1.7% | -2% | 3% | -3.4% | 14%
CN(C)c1ccc(C(CNS(=O)(=O)c2ccc([N+](=O)[O-])cc2)N2CCCC2)cc1 (stereo not drawn) | 6% | . | . | . | -0.7% | . | 1% | . | 11%
Nn1c(SCC(=O)Nc2ccccc2F)nnc1-c1cccs1 | 4% | . | . | . | 6.1% | . | -1% | . | 30%
O=C(CNC(=O)c1cccnc1)N/N=C/c1cc(Br)c(O)c(Br)c1 | 10% | 1.5% | -4% | -1% | 1.9% | 3% | -1% | . | 11%
CC(C)(C)N(Cc1ccccc1)C(=O)CCc1ccccc1 | 6% | -0.3% | -4% | -1% | 2.0% | -10% | -11% | -4.7% | -4%
CCOC(=O)c1c(/N=C/N(C)C)sc(C(=O)OC)c1C | 4% | -0.4% | -3% | -1% | -1.3% | -5% | 0% | -5.1% | 2%
CC(C)CCn1c(NCCN(C)C)nc2c1c(=O)[nH]c(=O)n2C | 14% | 1.4% | 3% | 4% | 1.2% | 1% | 0% | -2.7% | 11%
Cc1ccc(CSCC(N)C(=O)O)cc1 (stereo not drawn) | . | 0.7% | -7% | -3% | 4.5% | 2% | . | -2.9% | 15%
Fc1ccccc1CN1CCN(c2ncccn2)CC1 | 18% | 0.5% | 0% | -1% | 1.0% | 7% | -7% | . | 7%
O=C(N/N=C/c1ccc(O)cc1O)c1ccc(CN2C(=O)c3cccc4cccc2c34)cc1 | 13% | 8.9% | 3% | -19% | 0.4% | 70%* | 1% | 0.0% | 1%
COC(=O)C1=C(C)N(CCc2ccc(OC)c(OC)c2)C(=O)/C1=C\c1ccc(O)cc1 | 27% | 7.8% | -5% | 8% | 2.6% | -2% | -5% | -23% | 15%
COc1ccc(Cl)cc1N(C(=O)c1ccco1)C(C(=O)NC1CCCC1)c1ccncc1 (stereo not drawn) | 5% | 0.9% | 2% | 4% | 1.7% | 17% | -4% | . | 12%
CSc1ncc(Cl)c(C(=O)Nc2c(C)cccc2C)n1 | 0% | -0.1% | -8% | -3% | -3.0% | 0% | 3% | . | 17%
Cc1ccccc1OCC(=O)NNC(=O)c1ccc(-c2ccccc2)cc1 | 1% | 2.6% | 0% | 5% | 3.6% | 11% | 4% | -3.8% | -1%
CN(C)S(=O)(=O)c1ccc(NC(=O)CSc2n[nH]c(=O)n2C2CC2)cc1 | 4% | 1.2% | -4% | 7% | 0.1% | -8% | -9% | -5.7% | -3%
Cc1cc(C)c(NC(=O)Cn2nc(-c3ccccc3)nc2-c2ccccc2)c(C)c1 | 12% | 1.7% | -4% | 5% | 0.7% | 15% | -1% | -11% | 6%
CC(C)c1ccc(S(=O)(=O)N(C)C2(C)CCS(=O)(=O)C2)cc1 (stereo not drawn) | 3% | . | . | . | 0.6% | . | -10% | . | 7%
COc1ccc(/C=C/C(=O)Oc2ccc(C)cc2)cc1 | 0% | 0.0% | -2% | 13% | 0.7% | 2% | -3% | . | 29%
CCOC(=O)Cc1nnc(NC(=O)COc2ccc(F)cc2)s1 | 2% | -3.5% | -6% | 0% | 3.1% | 4% | -8% | 1.0% | 17%
O=C(NCC1CCCO1)c1cc(-c2ccc(F)cc2)no1 (stereo not drawn) | -33% | -1.9% | -9% | -1% | 1.3% | 7% | 5% | . | 7%
Cc1nnc(NC(=O)c2cc3n(n2)C(C(F)(F)F)CC(C2CC2)N3)s1 (stereo not drawn) | 14% | 3.8% | -8% | 2% | -0.3% | 2% | 3% | -1.4% | 17%
O=S(=O)(N1CCCCC1)n1c(Cc2ccccc2)nc2ccccc21 | -2% | -0.8% | 2% | 4% | 6.8% | 1% | -3% | 0.5% | 7%
Cc1cc(-n2nc(C)cc2C)n2nc(C)c(-c3ccccc3)c2n1 | 4% | 1.8% | -9% | 3% | 0.2% | 8% | -1% | -0.5% | 1%
COc1ccc(NC(=O)/C=N/O)cc1 | 6% | -1.4% | 1% | 4% | 1.0% | -6% | 0% | -10% | 15%
C/C(Cc1ccccc1)=N\NC(=O)CNC(=O)COc1cccc(C)c1 | -3% | -0.5% | -4% | 8% | . | 5% | -7% | . | 6%
Cc1ccc(C(=O)NC(=S)NCCCN2CCOCC2)cc1 | 8% | -3.1% | -11% | 3% | 0.9% | -8% | -6% | -6.1% | 18%

By substructure: the entries above containing an aryl thioether with sulfur outside any ring (seven)
SMILES | MgcRacGAP inhibition | HIV fusion peptide | LYP phosphatase | SIAH1 antagonists | RSV antiviral HEp-2 | AID2073 | Dengue-2 NS5 capping | XIAP antagonists | SV40 large T antigen | others
CC(Nc1nc(Nc2ccc(F)cc2)nc(SCC(N)=O)n1)c1ccccc1 (stereo not drawn) | 17% | 1.5% | -5% | -4% | 6.8% | 7% | -14% | . | 7%
COCCn1c(Cc2ccccc2)nnc1SCC(=O)NC(C)(C)C | 4% | 2.5% | -9% | 0% | 0.0% | 5% | -5% | -0.5% | 4%
C=CCn1c(-c2ccccc2)cc(SC)c(C#N)c1=O | 8% | -0.7% | -2% | 5% | 1.0% | 7% | 2% | -1.3% | 9%
O=C(O)COc1ccccc1/C=N/NC(=O)CSc1nc2ccccc2c(=O)n1-c1ccccc1 | 6% | 4.4% | 4% | 0% | 0.8% | 11% | 6% | . | 25%
Nn1c(SCC(=O)Nc2ccccc2F)nnc1-c1cccs1 | 4% | . | . | . | 6.1% | . | -1% | . | 30%
CSc1ncc(Cl)c(C(=O)Nc2c(C)cccc2C)n1 | 0% | -0.1% | -8% | -3% | -3.0% | 0% | 3% | . | 17%
CN(C)S(=O)(=O)c1ccc(NC(=O)CSc2n[nH]c(=O)n2C2CC2)cc1 | 4% | 1.2% | -4% | 7% | 0.1% | -8% | -9% | -5.7% | -3%

Source: PubChem
